# Screening data as filed in PubChem.
# West Nile virus CPE: West Nile virus antiviral activity, cell-based, CPE readout (AID 1621). West Nile virus-infected cells, CPE inhibition; higher % means a stronger effect. CPE inhibition, % at 10 µM; hits with a dose series show IC50 in µM. 290,000 compounds, 0.02% hits; in the data active means a potency from the dose series; inconclusive means CPE inhibition mostly from about 3.7% at the one dose, without a potency; inactive means the rest, 99 in 100 with CPE inhibition below about 2.2%; further: strong numbers were not always called active
# T cell modulator: T cell immune modulators affecting CD8 T cell-vesicle binding; calls only at 7 µM; 2C CD8+ T cell-vesicle binding, flow cytometry; stronger effect = lower value; 330,000 compounds, 0.068% hits;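 active means response, share of CD8 T cells binding vesicles, and their 90th percentile fluorescence all below set limits, cut at about 80% in these data, passing the limit was not always enough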
#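 Incubation: binding step 1.5 h, 37 °C, antibody labelling 20 min, ice; system: murine 2C transgenic CD8+ T lymphocytes; technique: cytometric PE anti-B7-1 and Alexa647 anti-CD8 signals after 1% paraformaldehyde fixation; also added: QL9-charged Drosophila Ld/ICAM-1/B7-1 vesicles; control set: naked versus QL9-loaded vesicles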
# Ins promoter up: MIN6 insulin promoter up-regulation. MIN6 insulin promoter-GFP reporter, high-content imaging; stronger effect = higher value. z-score at 5 µM. 190,000 compounds, 0.3% hits. AID 1625;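 active means z-score above 3 at 5 µM with at least 500 cells counted in the well; inconclusive means wells under 500 cells, flagged as cytotoxic or low count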
# MT stabilizer: stabilizes microtubules in HeLa cells; HeLa tubulin immunostaining HCS, 24 h; share of cells brighter than vehicle mean+2SD; % tubulin-high responders, % at 10 µM; 200,000 compounds, 0.83% hits;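 active means plate Z-score above 3 for both tubulin-high and condensed-nucleus cell shares, with cell loss under 80%, at 10 µM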;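 further: anti alpha tubulin signal scored within the nucleus-defined area of each cell; some results filed as inactive read as strong as hits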
# Autophagy mod: alters autophagy in cells; MEF GFP-LC3 puncta imaging; test concentration mostly 10 µM; calls only at 10 µM (by protocol); 190,000 compounds, 0.98% hits; AID 463193;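 active means percentage of spot-positive cells more than 3 SD above its plate mean, without a fluorescence outlier flag or 80% toxicity; inconclusive means no clear call, values can overlap the other calls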;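 further: spot-positive cell cutoff set from DMSO-treated cells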
# WT yeast gro inh: growth inhibition of WT yeast, mitochondrial fusion screen. mitochondrial fusion phenotypic screen, WT strain. inhibition, % at 10 µM. 190,000 compounds, 2.1% hits. AID 1362; in the data active means inhibition above about 58%; tested in S. cerevisiae
# bCat nuc transl: beta-catenin nuclear translocation modulation. 190,000 compounds, 0.3% hits. nuclear translocation activity, % at 5 µM. AID 1665. HeLa beta-catenin nuclear translocation, immunofluorescence imaging;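 active means nuclear translocation activity above 50% at 5 µM, with a well cell count of 50 or more; inconclusive means wells under 50 cells across six images, flagged as toxic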;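 further: per-cell ratio of nuclear to cytoplasmic median beta-catenin stain intensity; plate controls were DMSO negative control for no effect and GSK-3 inhibitor IX positive control for full effect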
#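 Read-out: Nuclear/cytoplasmic beta-catenin signal ratio, % activation | Assay system: Human HeLa cell line | Times: 24 h compound exposure at 37°C, 5% CO2 | Signal: Fluorescence imaging of beta-catenin antibody stain plus DAPI | Dosing: 5 µM primary, 0.02–20 µM confirmation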
# Myeloid diff MLP: compounds promoting myeloid differentiation; ER-HoxA9 myeloid progenitors, lysozyme-GFP differentiation, flow cytometry; calls only at 10 µM; 360,000 compounds, 1% hits;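 active means normalized GFP-positive differentiation at or above the plate's own cutoff, the solvent-only control mean plus 3 SD; inconclusive means no clear call, values can overlap the other calls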;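 further: cells exposed to compound for four days before flow analysis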
# Lipid droplet: modulators of hepatic lipid droplet formation. AML12 mouse hepatocytes, oleate lipid droplets, BODIPY imaging. inhibition, % at 6.5 µM. 240,000 compounds, 0.4% hits. AID 1656;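 active means lipid droplet intensity inhibited by at least 50%, with more than 500 cells counted; inconclusive means wells with under 300 cells, treated as cytotoxic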
#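 Test system: AML12 hepatocytes (mouse); reagent: oleate loading, 100 µM; dosing: one dose, 6.5 µM compound; incubation: overnight exposure; signal: fluorescence imaging, 20x objective, two fields per well; read-out basis: % inhibition of corrected integrated BODIPY droplet signal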
# WT yeast gro inh mutant strain: further read-out of WT yeast gro inh, marked with its call; inhibition, %; mitochondrial fusion phenotypic screen, mutant strain inhibition
# Ins promoter up cell count: further read-out of Ins promoter up, marked with its call; cell count; measured here: cytotoxicity, nuclei count;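 total cells summed across four imaged fields per well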
# Lipid droplet cells 6.5 µM: further read-out of Lipid droplet, marked with its call; cell count; measured here: cell count, cytotoxicity flag;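 cells counted across two imaged fields per well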
# bCat nuc transl cell count 5 µM: also measured in bCat nuc transl; calls as there; cell count; measured here: cell count, cytotoxicity flag
# T cell modulator vesicle-bound %: second read-out of T cell modulator, no call of its own (marks repeat the call); double positive events, %; measured here: CD8+ vesicle-bound cell fraction;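 binding gate set so that unloaded-vesicle control wells show 10% double positive cells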
# MT stabilizer Hoechst-high %: also measured in MT stabilizer; calls as there; % Hoechst-high responders; measured here: nuclear condensation Hoechst responders;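 share of cells brighter than vehicle mean plus two SD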
# MT stabilizer cytotoxicity %: second read-out of MT stabilizer, no call of its own (marks repeat the call); toxicity, %; measured here: cytotoxicity by cell density;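 0% = mean cell density of plate MIN control wells and 100% = no cells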
# Autophagy mod cell loss 18 h: second read-out of Autophagy mod, no call of its own (marks repeat the call); toxicity, %; measured here: cell loss, nuclei count;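 cell loss after 18 h compound exposure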
# Myeloid diff MLP GFP+ MAC1+ %: second read-out of Myeloid diff MLP, no call of its own (marks repeat the call); GFP+ MAC1+ double positive, %; measured here: differentiation confirmed by MAC1 staining
# * = called active by the depositor; i = inactive; ? = inconclusive; / = no result given; + = active, no number. The list is partial, so the mix of outcomes need not match the whole.
SMILES,West Nile virus CPE,T cell modulator,T cell modulator vesicle-bound %,Ins promoter up,Ins promoter up cell count,MT stabilizer,MT stabilizer Hoechst-high %,MT stabilizer cytotoxicity %,Autophagy mod,Autophagy mod cell loss 18 h,WT yeast gro inh,WT yeast gro inh mutant strain,bCat nuc transl,bCat nuc transl cell count 5 µM,Myeloid diff MLP,Myeloid diff MLP GFP+ MAC1+ %,Lipid droplet,Lipid droplet cells 6.5 µM
S=C(NCCc1ccccc1)NCCc1cnc[nH]1,0.7%,i,6,/,/,/,/,/,/,/,/,/,/,/,i,0.1,-4,838
O=C1CC(N2CC=C(c3ccccc3)CC2)C(=O)N1c1ccc(F)cc1 (configuration not stated),0.0%,i,60,0.78,1956,1.6,1.5,3.2,i,-20,5,2,-2.7,1076,i,1.1,-6,663
CN(C)C(=O)Oc1cccc(OCc2n(C)c3ccccc3[n+]2C)c1,-0.1%,i,56,0.01,1236,3.8,2.9,7.0,i,7,-13,-3,-3.7,560,i,0.8,1,648
Clc1ccc(-c2nc3ccc(Cl)cn3c2CN2CCOCC2)cc1,0.1%,i,8,0.61,1514,1.9,1.7,5.6,i,17,-6,-2,-1.0,988,i,0.3,-2,581
Cc1nc2ccccn2c1P(=S)(N1CCCCC1)N1CCCCC1,/,i,26,0.4,904,2.5,2.0,7.6,i,3,14,8,/,/,i,1.2,-4,745
CCOC(=O)C1(CCOc2ccccc2)CCN(Cc2ccccc2OC)CC1,-1.8%,i,53,/,/,/,/,/,/,/,/,/,/,/,i,0.5,-19,753
CNc1cc(Cl)c2nonc2c1[N+](=O)[O-],-1.6%,/,/,-0.63,887,3.8,2.0,25,i,31,54,56,-3.6,1121,?,/,-50,634
CCN1C(=O)NC(=O)/C(=C\c2ccc(N3CCOCC3)cc2OC)C1=O,/,i,13,0.3,1413,1.8,1.7,6.3,i,0,0,4,0.0,1270,/,/,/,/
C(#CCN1CCCCC1)COCc1ccccc1,-0.8%,i,30,0.33,1439,1.9,2.5,14,i,21,2,-10,-1.7,1090,i,0.6,1,745
COc1ccc(CNCC(=O)N2CCC3(CC2)OCCO3)cc1,-0.3%,i,23,0.26,1194,3.4,2.4,9.7,i,-4,-5,4,-4.8,1017,i,4.7,/,/
C=CCn1c(O)c(C(C)=NCC2CCCO2)c(=O)[nH]c1=O (configuration not stated),0.5%,i,12,0.3,1142,/,/,/,/,/,/,/,0.0,1189,i,0.7,20,627
CCc1nnc(NS(=O)(=O)c2ccc(N=Cc3c(O)n(-c4ccc(Cl)cc4)c(=O)[nH]c3=O)cc2)s1,0.1%,i,65,1.1,1673,3.8,2.8,2.7,i,-1,-14,8,-2.3,1014,i,0.0,12,627
Cn1c(O)c(N=Nc2cccc(S(=O)(=O)N3CCOCC3)c2)c(=O)n(C)c1=O,0.9%,i,41,-0.17,1564,1.9,1.6,6.9,i,-24,12,7,-0.4,1494,i,0.4,/,/
Cc1ccc2c(c1)C1CN(C)CCC1N2C(=O)c1cn(-c2ccccc2)nc1-c1ccccc1 (configuration not stated),?,i,38,0.27,1315,2.7,3.6,6.4,+,/,86*,26*,-3.0,1018,i,0.0,4,681
COc1ccc(C(C)=O)cc1CC(C(=O)c1ccc(Br)cc1)N(C)C (configuration not stated),-0.7%,i,49,-0.66,1597,3.1,2.2,9.2,i,-10,3,1,-1.3,1246,i,0.0,-49,613
CN(C)C(=O)Oc1ccc2oc(=O)cc(-c3cc4ccccc4o3)c2c1,-0.9%,i,66,/,/,/,/,/,/,/,/,/,/,/,i,1.2,1,781
O=P(C(c1c[nH]c2ccccc12)N1CCOCC1)(N1CCOCC1)N1CCOCC1 (configuration not stated),-0.1%,i,38,/,/,4.0,1.4,3.5,i,15,3,11,/,/,i,0.6,/,/
CCN(CC)C(=O)c1ccc(NC(=O)COc2ccc([N+](=O)[O-])cc2Cl)cc1,-0.9%,i,42,-0.64,1299,3.7,2.9,0.2,i,-15,-2,-13,-4.2,595,i,0.7,-15,753
O=C1C2CCCN2C(c2cccnc2)N1c1cccc(Cl)c1 (configuration not stated),0.7%,i,47,-0.58,849,3.0,3.4,6.3,i,3,-13,-8,/,/,i,3.5,/,/
CCN(CC)CCNC(=O)c1c(O)c2ccccc2n(Cc2ccccc2)c1=O,0.0%,i,34,-0.66,957,2.5,2.5,4.9,i,9,5,0,-3.0,1402,i,0.8,/,/
CCOC(=O)CNC(=O)CNC(=O)C(Cc1ccc(N(CCCl)CCCl)cc1)NC(C)=O (configuration not stated),0.5%,i,37,-0.5,1215,2.3,1.0,9.1,i,3,3,8,-1.0,1073,i,0.6,11,717
Cn1c2ccccc2c2c(C(=O)N3CCC4(CC3)OCCO4)cn(C3CCCCC3)c(=O)c21,1.6%,i,60,-0.62,936,1.7,0.3,4.8,i,6,-4,-2,/,/,i,1.3,-6,718
CCc1ccc(OCC(=O)N2CCN(Cc3ccc4c(c3)OCO4)CC2)cc1,-1.4%,i,22,-0.29,1362,2.0,1.9,6.8,i,-13,53,40,-0.4,1107,i,0.4,-14,707
O=C(COc1ccc(Br)cc1)N1CCN(C2CCCC2)CC1,-0.4%,i,42,0.35,819,2.1,1.6,4.7,i,-1,-3,-2,-3.4,1078,i,0.2,4,754
O=C(Cc1ccccc1)NC(Oc1ccccc1Cl)C(Cl)(Cl)Cl (configuration not stated),0.1%,i,25,-0.18,1233,3.0,2.7,7.7,i,-1,-14,-12,3.9,1073,i,0.3,-46,529

# Part of the list above with just Ins promoter up cell count, Lipid droplet and T cell modulator vesicle-bound %:
Structure	Ins promoter up cell count	Lipid droplet	T cell modulator vesicle-bound %
Clc1ccc(-c2nc3ccc(Cl)cn3c2CN2CCOCC2)cc1	1514	-2	8
Cc1nc2ccccn2c1P(=S)(N1CCCCC1)N1CCCCC1	904	-4	26

# (cont.)
SMILES,West Nile virus CPE,T cell modulator,T cell modulator vesicle-bound %,Ins promoter up,Ins promoter up cell count,MT stabilizer,MT stabilizer Hoechst-high %,MT stabilizer cytotoxicity %,Autophagy mod,Autophagy mod cell loss 18 h,WT yeast gro inh,WT yeast gro inh mutant strain,bCat nuc transl,bCat nuc transl cell count 5 µM,Myeloid diff MLP,Myeloid diff MLP GFP+ MAC1+ %,Lipid droplet,Lipid droplet cells 6.5 µM
CCCc1cc(=O)oc2cc(OCC(=O)N3CCC(C(=O)O)(c4ccccc4)CC3)ccc12,0.7%,i,22,/,/,/,/,/,/,/,/,/,/,/,i,1.8,-7,786
O=C1NC(=O)C(=Cc2ccc(N3CCOCC3)cc2)C(=O)N1,0.4%,i,51,0.18,1555,1.8,1.1,6.9,i,34,0,2,-3.9,1120,i,0.4,10,658
CCOC(=O)[C@@H]1[C@H]2COc3ccc(Br)cc3[C@@H]2N2C(=O)N(c3cccc(C)c3)C(=O)[C@]12C,-1.4%,i,11,/,/,/,/,/,/,/,/,/,/,/,i,2.3,-8,772
C[N+]1(C)C2CCC1CC(OC(=O)c1ccccc1)C2 (configuration not stated),0.2%,i,14,-0.28,1070,/,/,/,/,/,/,/,0.6,1304,i,0.3,-1,636
CC(=O)c1cn(Cc2ccccc2C#N)c2ccccc12,-2.1%,i,18,-4.2,819,4.2,1.6,2.5,i,15,-4,-16,-0.5,972,i,1.1,-8,671
CC(=NC(C)c1ccccc1)c1c(O)[nH]c(=O)[nH]c1=O (configuration not stated),1.0%,i,15,0.06,1682,3.5,2.4,2.2,i,-27,-8,-3,0.2,1336,i,6.5,/,/
C=C1C(=O)O[C@@H]2C[C@@H](C)[C@@H]3C4OC4C(=O)[C@@]3(C)[C@@H](O)[C@H]12 (some centres not stated),-2.4%,i,23,/,/,/,/,/,/,/,/,/,0.0,1203,?,/,-2,671
Clc1ccc(OCC#CCN2CCCCCC2)cc1,-0.4%,i,42,-0.41,1606,3.5,2.3,4.6,i,4,3,16,-1.6,1106,i,0.2,7,699
Fc1c(F)c(F)c(N2CCNCC2)c(F)c1F,-0.5%,i,49,1,1109,3.3,2.0,4.5,i,1,-10,8,-0.1,1094,i,0.4,5,695
O=C(O)c1[nH]c(=O)[nH]c(=O)c1F,?,i,60,0.02,1420,/,/,/,/,/,/,/,-3.4,1191,?,/,-17,671
O=C1NC(=O)C(=Cc2ccc(-c3ccccc3[N+](=O)[O-])o2)C(=O)N1,-0.1%,i,39,1.2,1027,/,/,/,/,/,/,/,-0.2,1200,i,0.4,-13,671
Cc1sc2ncn(CC(=O)N3CCC4(CC3)OCCO4)c(=O)c2c1C,0.8%,i,12,1.1,1286,3.2,2.1,5.0,i,-1,-1,2,0.7,980,i,0.9,11,778
O=C(Cc1ccccc1)Oc1ccccc1N1C(=O)CCC1=O,0.4%,i,3,/,/,2.5,2.0,5.4,i,23,-5,0,0.0,1028,i,0.5,3,628
